Giardia killer = Giardia lamblia killing; Giardia lamblia trophozoite viability; activity change, % at 7.66 µM, hits read low; 0.15% of 340,000 active; in the data active = activity change below about -80%; inconclusive = between about -30% and that limit;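 note: parasites exposed to compound for two days anaerobically before the ATP read; % is set by controls: 0 for no effect and ±100 for the full control effect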
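Trophozoite viability was measured as ATP-dependent luminescence, read 15-30 min after reagent addition. Before that, parasites at 100 cells/well were exposed to compounds for 48 h, anaerobically, at 37 deg C.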
Rab9 prom act = activators of Rab9 promoter; Huh7 Rab9 promoter-luciferase reporter, luminescence, 24 h; Potency, µM (top dose mostly 9.22 µM), without a hit: top-dose activation, negative = inhibition, hits mostly activators; 2.8% of 320,000 active; AID 485297; note: potency is the fitted concentration of half-maximal effect; % of control where 0% means no effect; nearly all actives have a fitted effect of over 60% in size
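Luminescence read-out: Huh7 cells stably expressing Rab9-luciferase, treated 24 h with compound at 37 °C, then lysed with luciferase reagent for 10 min at ambient before reading.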
RORg inh = ROR gamma (mouse) transcription inhibition; P51450; Drosophila S2 Gal4-RORgamma UAS-luciferase reporter, 20 h; Potency, µM (titrated, usually from 53.6 µM), without a hit: at the top dose activity change, negative = inhibition, hits mostly inhibitors; 5.4% of 310,000 active; note: potency is the fitted concentration of half-maximal effect; % is set by controls: 0 for no effect and ±100 for the full control effect; nearly all actives have a fitted effect of over 60% in size
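Drosophila Schneider cells stably carrying a metallothionein-driven Gal4 DBD–ROR gamma fusion and a UAS-Photinus luciferase reporter were exposed to compound for 1 hr, then induced with copper sulfate (700 uM final) for 20 hr at ambient temperature before luminescence reading.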
Gal4-VP16 FLuc = inhibits Gal4-VP16 luciferase reporter, ROR gamma counter-screen; 3.5% of 310,000 active; Potency, µM (top dose mostly 53.6 µM), for the others: at the top dose activity, negative = inhibition, most hits filed as inhibitors; Drosophila S2 Gal4-VP16 UAS-luciferase, luminescence, 20 h;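 note: Gal4-VP16 expression switched on by copper sulfate through the metallothionein promoter; potency is the fitted concentration of half-maximal effect; % is set by controls: 0 for no effect and ±100 for the full control effect; nearly all actives have a fitted effect of over 50% in size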
FLuc counter = firefly luciferase modulation, counter-screen for miR-21 project | P08659 | purified FLuc, Km substrates, luminescence inhibition | Potency, µM (series often up to 57.5 µM), for inactives: at the highest dose activity change, negative = inhibition, actives largely listed as inhibitors | 6.9% of 360,000 active;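 note: potency is the fitted concentration of half-maximal effect; plate controls were vehicle for no effect and reference inhibitor for full effect; nearly all actives have a fitted effect of over 55% in size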
Target sequence (P08659 whole entry, looked up): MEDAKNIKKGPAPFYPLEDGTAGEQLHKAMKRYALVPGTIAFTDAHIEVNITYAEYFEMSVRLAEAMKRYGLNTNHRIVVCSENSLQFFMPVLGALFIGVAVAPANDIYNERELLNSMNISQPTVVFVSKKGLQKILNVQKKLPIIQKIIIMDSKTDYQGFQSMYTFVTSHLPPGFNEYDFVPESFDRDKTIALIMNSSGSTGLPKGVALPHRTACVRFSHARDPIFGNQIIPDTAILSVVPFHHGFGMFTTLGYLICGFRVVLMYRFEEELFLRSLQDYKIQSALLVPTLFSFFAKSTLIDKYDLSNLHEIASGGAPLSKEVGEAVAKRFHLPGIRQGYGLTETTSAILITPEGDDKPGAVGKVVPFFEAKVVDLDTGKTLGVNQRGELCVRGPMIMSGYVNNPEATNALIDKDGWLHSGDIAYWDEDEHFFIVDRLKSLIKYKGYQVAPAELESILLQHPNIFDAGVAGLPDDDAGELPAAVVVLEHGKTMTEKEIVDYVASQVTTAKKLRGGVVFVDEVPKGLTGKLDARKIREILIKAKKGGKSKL
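Purified P. pyralis luciferase (10nM final) with 10uM D-luciferin and 10uM ATP (Km levels) in 50mM Tris acetate pH 7.5, 10mM Mg acetate, 0.01% Tween-20, 0.05% BSA; qHTS 6-point titration, ~60 µM downward; luminescence read.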
ELG1 genotox = genotoxicity induction in ELG1-luciferase HEK293T cells | HEK293T ELG1-luciferase reporter, luminescence, 16 h | Potency, µM (top dose mostly 46 µM), for inactives: at the highest dose activity change, positive = activation, usual class: activators | 1.3% of 330,000 active | AID 504466; note: potency is the fitted concentration of half-maximal effect; % of control where 0% means no effect; nearly all actives have a fitted effect of over 60% in size
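Luminescence read-out: rising ELG1-luciferase signal, reflecting elevated ELG1 protein under genetic stress, flags genotoxic compounds. Cells were treated for 16 hr at 37 °C before ONE-Glo detection.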
Menin-MLL TR inh = menin-MLL binding inhibition, Texas Red mutant peptide | O00255 | Menin + Texas Red MLL mutant peptide, fluorescence polarization | Potency, µM (doses to about 61.6 µM), for inactives: top-dose FP activity change, negative = inhibition, usual class: inhibitors | 0.23% of 270,000 active; active = well fitted inhibition curve with a large enough effect in the polarisation, with a control signal flat, not every such curve was filed as active; inconclusive = small, poorly fitted or top-dose-only effect, or effect the other way, or a change in a side signal; inactive = no such curve, though single readings can be large or run the other way; the % refers to the polarisation; note: potency is the fitted concentration of half-maximal effect; % of control where 0% means no effect; many of its hits are not listed in these tables
p53 reactivation = re-activators of mutant p53 | 0.063% of 320,000 active | Potency, µM (doses to about 92.2 µM), inactives show at the top dose activity change, positive = activation, most hits filed as activators | H1299 p53-A138V BP100-luciferase reporter, luminescence, 24 h | AID 504706; note: potency is the fitted concentration of half-maximal effect; % of control where 0% means no effect; nearly all actives have a fitted effect of over 45% in size
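p53-null H1299 cells stably carrying temperature-sensitive p53-A138V and a BP100-luciferase reporter were pinned with compounds (4-point, 1:5 series) and held 24 hrs at 37 deg C. Luminescence was read 10 min after detection reagent.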
BRCA1 expr act = activators of BRCA1 expression; Potency, µM (top dose mostly 46.1 µM), inactives show at the highest dose activation, hits mostly activators; 1.1% of 380,000 active; MCF7-BRCA1-FFLuc reporter, luminescence, 48 h; response scale: scaled: vehicle 0%, 10 µM genistein 100%; note: potency is the fitted concentration of half-maximal effect; nearly all actives have a fitted effect of over 80% in size; some results filed as inactive show a strong effect at the top dose
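Cells: MCF7-BRCA1-FFLuc, 2000/well. Exposure: 48 h, 37 °C, 5% CO2. Read: luminescence, 15 min post-substrate. Controls: genistein 10 microM (maximal activation), DMSO (neutral).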
PKM2 act = increases activity of human pyruvate kinase M2. Potency, µM (titrated, usually from 57.5 µM), for inactives: at the highest dose activation, actives largely listed as activators. P14618. purified PKM2, Kinase-Glo ATP luminescence, activation; response scale: 0% is enzyme alone, no compound. 0.34% of 260,000 active; note: potency is the fitted concentration of half-maximal effect; % is set by controls: 0 for no effect and ±100 for the full control effect; nearly all actives have a fitted effect of over 55% in size
Target sequence (P14618 whole entry, looked up): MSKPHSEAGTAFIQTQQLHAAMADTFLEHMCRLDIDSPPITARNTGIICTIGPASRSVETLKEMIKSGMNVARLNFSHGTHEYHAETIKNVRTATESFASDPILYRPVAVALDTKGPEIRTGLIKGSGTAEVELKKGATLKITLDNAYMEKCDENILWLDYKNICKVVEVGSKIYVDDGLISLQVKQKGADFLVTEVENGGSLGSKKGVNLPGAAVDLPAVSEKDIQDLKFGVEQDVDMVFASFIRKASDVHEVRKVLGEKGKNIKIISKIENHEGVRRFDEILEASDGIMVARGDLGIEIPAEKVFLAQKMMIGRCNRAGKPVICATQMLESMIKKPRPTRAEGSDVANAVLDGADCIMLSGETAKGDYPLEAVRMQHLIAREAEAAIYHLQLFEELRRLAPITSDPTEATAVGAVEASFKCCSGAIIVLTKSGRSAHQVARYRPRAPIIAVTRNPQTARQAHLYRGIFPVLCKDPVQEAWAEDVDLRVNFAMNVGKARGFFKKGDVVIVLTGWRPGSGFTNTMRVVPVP
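ATP formation by purified human PK-M2, quantified via coupled luciferase luminescence after 1 h at room temperature with 0.1 mM ADP and 0.5 mM PEP final.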
NPC1 prom act = activates the NPC1 promoter | Huh7 NPC1 promoter luciferase reporter, 24 h | Potency, µM (series often up to 9.22 µM), inactives show at the highest dose activation, actives largely listed as activators | 2.4% of 320,000 active;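 note: potency is the fitted concentration of half-maximal effect; % of control where 0% means no effect; nearly all actives have a fitted effect of over 60% in size; reporter is driven by a mutant NPC1 promoter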
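Huh7 reporter cells (NPC1 promoter driving luciferase) are dosed with compound for 24 h at 37 °C, 5% CO2; luciferase detection reagent is then added and luminescence measured after 10 min at ambient temperature.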
* hit, by the source's call; [ ] = dose if it differs, or a comment. Unless noted, calls come from the whole dose curve; as a rule, active = well fitted curve in the direction sought with a large enough effect; inconclusive = small, poorly fitted or top-dose-only effect, or another doubt; inactive = no such curve, though single readings can be large; an effect the other way counts as inactive or inconclusive. These rows are one share of the data; count on the stated rates, not on these rows.

`O=C(NC1CCCCC1)[C@@H]1CSC2c3ccccc3C(=O)N21` (stereo partly drawn) gave Giardia killer -3, Rab9 prom act -3%, RORg inh -2%, Gal4-VP16 FLuc -3%, FLuc counter -16%, ELG1 genotox -2%, Menin-MLL TR inh 2%, p53 reactivation -8%, BRCA1 expr act 0%, PKM2 act 3%[0.46 µM] and NPC1 prom act 1%.
`O=C(O)CSc1nccn1-c1cccc(Cl)c1` gave Giardia killer 9, Rab9 prom act 20%, RORg inh 2%, Gal4-VP16 FLuc 10%, FLuc counter 3%, ELG1 genotox 1%, Menin-MLL TR inh -1%, p53 reactivation -4%, BRCA1 expr act 1%, PKM2 act -6% and NPC1 prom act -3%.
Cn1nc(CC(=O)Nc2ncc(Br)s2)c2ccccc2c1=O was read as Giardia killer -13, Rab9 prom act -3%, RORg inh inconclusive, Gal4-VP16 FLuc 1%, FLuc counter 2%, ELG1 genotox -1%, Menin-MLL TR inh -11%, p53 reactivation 1%, BRCA1 expr act 0%, PKM2 act 13% and NPC1 prom act -6%.
Screening CN(CC(=O)NCCc1ccc(S(N)(=O)=O)cc1)S(=O)(=O)/C=C/c1ccccc1 returned Giardia killer -7, Rab9 prom act 0%, RORg inh -8%, Gal4-VP16 FLuc 15%, FLuc counter 1%, ELG1 genotox -8%, Menin-MLL TR inh 7%, p53 reactivation 4%, BRCA1 expr act 8%, PKM2 act -11% and NPC1 prom act -4%.
Screening Nc1n[nH]c(N)c1N=Nc1ccc(Cl)cc1 returned Giardia killer 7, Rab9 prom act 22%, RORg inh 10%[10 µM], Gal4-VP16 FLuc 19%, FLuc counter 15µM*, ELG1 genotox inconclusive, Menin-MLL TR inh inconclusive, p53 reactivation inconclusive, BRCA1 expr act 43%, PKM2 act -1% and NPC1 prom act 9%.
`O=[N+]([O-])c1cccc(-c2cc(C(F)(F)F)n3nc(-c4ccccc4)cc3n2)c1` gave Giardia killer -1, Rab9 prom act 0%, RORg inh -25%, Gal4-VP16 FLuc inconclusive, FLuc counter -1%, ELG1 genotox -1%, p53 reactivation -2%, BRCA1 expr act -22%, PKM2 act -15% and NPC1 prom act 1%.
`O=C(N/N=C\C1CC=CCC1)c1ccc(Br)o1` (stereo not drawn) gave Giardia killer 12, Rab9 prom act 2%, RORg inh -8%, Gal4-VP16 FLuc -11%, FLuc counter -7%, ELG1 genotox 3%, p53 reactivation 25%, BRCA1 expr act 21%, PKM2 act -9% and NPC1 prom act 1%.
Screening CCCN1C2CCCC1CC(NC(=O)c1ccccc1)C2 (stereo not drawn) returned Giardia killer -1, Rab9 prom act 2%, RORg inh 2%, Gal4-VP16 FLuc 0%, FLuc counter 4%, ELG1 genotox 1%, Menin-MLL TR inh -14%, p53 reactivation 1%, BRCA1 expr act 6%, PKM2 act 7% and NPC1 prom act 3%.
`O=C(CN1C(=O)C(=O)c2ccccc21)NC1CCCCC1` gave Giardia killer -5, Rab9 prom act -2%, RORg inh -18%, Gal4-VP16 FLuc -10%, FLuc counter 3%, ELG1 genotox -5%, Menin-MLL TR inh -7%, p53 reactivation 5%, BRCA1 expr act -18%, PKM2 act 1% and NPC1 prom act -2%.
`CSc1ccccc1C(=O)Nc1ccc2c(c1)OCCO2` gave Giardia killer -17, RORg inh 2%, Gal4-VP16 FLuc 28%, FLuc counter inconclusive, Menin-MLL TR inh 2%, BRCA1 expr act 103% and PKM2 act 1%.
For CN1CCN(/N=C2/C(=O)Nc3ccc([N+](=O)[O-])cc32)CC1 the results were Giardia killer -22, Rab9 prom act -1%, RORg inh 2%, Gal4-VP16 FLuc -6%, FLuc counter 4%, ELG1 genotox 0%, Menin-MLL TR inh -1%, p53 reactivation 2%, BRCA1 expr act -31%, PKM2 act 0% and NPC1 prom act -5%.
Screening CCN(Cc1ccccc1)C(=O)c1ccc(C)c(S(=O)(=O)N2CCCCC2)c1 returned Giardia killer 26, Rab9 prom act -5%, FLuc counter -2%, ELG1 genotox -2%, p53 reactivation 0%, BRCA1 expr act -17% and NPC1 prom act -7%.
`Cc1ccc(NC(=O)CS(=O)CC(=O)Nc2ccccc2-c2ccc(C)o2)cc1` (stereo not drawn) gave Giardia killer -9, Rab9 prom act 2%, RORg inh -38%, Gal4-VP16 FLuc 1%, FLuc counter 0%, ELG1 genotox 5%, Menin-MLL TR inh -2%, p53 reactivation 1%, BRCA1 expr act -39%, PKM2 act 4% and NPC1 prom act 0%.
COc1cccc(NC(=S)N(CCCN2CCOCC2)Cc2cn(C)c3ccccc23)c1 was read as Giardia killer -19, Rab9 prom act -3%, RORg inh 18µM*, Gal4-VP16 FLuc inconclusive, FLuc counter 2%, ELG1 genotox 1%, Menin-MLL TR inh -5%, p53 reactivation -11%, BRCA1 expr act -78%, PKM2 act -6% and NPC1 prom act 0%.
Screening CCOCCCn1c(SCC(=O)Nc2ccc(NC(C)=O)cc2)nc2ccccc2c1=O returned Giardia killer -2, Rab9 prom act -4%, RORg inh 18%, Gal4-VP16 FLuc 3%, FLuc counter 4%, ELG1 genotox -5%, Menin-MLL TR inh inconclusive, p53 reactivation -53%[inhibitor], BRCA1 expr act -23%, PKM2 act 0% and NPC1 prom act -3%.
CC1C(=O)Nc2ccccc2N1C(=O)c1ccc(O)cc1 (stereo not drawn) was read as Giardia killer -4, Rab9 prom act 7%, RORg inh -11%, Gal4-VP16 FLuc 3%, FLuc counter 1%, ELG1 genotox 0%, Menin-MLL TR inh 14%, p53 reactivation 11%, BRCA1 expr act 4% and NPC1 prom act 0%.
For Cc1ccccc1NC(=O)CNc1ccccc1N1CCCCC1 the results were Giardia killer 6, Rab9 prom act 11%, RORg inh -1%, Gal4-VP16 FLuc -6%, FLuc counter 0%, ELG1 genotox -3%, Menin-MLL TR inh -10%, p53 reactivation 1%, BRCA1 expr act -23%, PKM2 act -1% and NPC1 prom act -1%.
Screening COc1ccc(Cn2cccc(NC(=O)Nc3ccc(C#N)cc3)c2=O)cc1 returned Giardia killer 0, Rab9 prom act -7%, RORg inh -15%, Gal4-VP16 FLuc -9%, FLuc counter -1%, ELG1 genotox -1%, Menin-MLL TR inh -30%, p53 reactivation 0%, BRCA1 expr act -8%, PKM2 act 11% and NPC1 prom act -1%.
Screening CN(/N=C/c1ccc(Cl)cc1)c1ncc(Cl)cc1C(F)(F)F returned Giardia killer 3, Rab9 prom act 15%, RORg inh 0%, Gal4-VP16 FLuc -3%, FLuc counter inconclusive, ELG1 genotox 8%, p53 reactivation 8%, BRCA1 expr act 0%, PKM2 act -1% and NPC1 prom act 2%.
CC1CC(C)CN(S(=O)(=O)N2CCC(C(=O)NCCc3ccccc3)CC2)C1 (stereo not drawn) was read as Giardia killer 4, Rab9 prom act -2%, RORg inh -9%, Gal4-VP16 FLuc -8%, FLuc counter 1%, ELG1 genotox 0%, Menin-MLL TR inh -7%, p53 reactivation 24%, BRCA1 expr act -6%, PKM2 act -3% and NPC1 prom act 2%.
COc1ccc(S(=O)(=O)Nc2cccnc2)c(Cl)c1Cl was read as Giardia killer -6, Rab9 prom act -4%, RORg inh 16%, Gal4-VP16 FLuc -4%, FLuc counter -16%, ELG1 genotox -4%, Menin-MLL TR inh 3%, p53 reactivation -3%, BRCA1 expr act -14%, PKM2 act 9% and NPC1 prom act -1%.
For Cc1ccc(/C=C/c2nc3ccccc3[nH]2)o1 the results were Giardia killer inconclusive, Rab9 prom act 0.45µM*, RORg inh 11µM*, Gal4-VP16 FLuc -11%, FLuc counter 0.85µM*, ELG1 genotox inconclusive, Menin-MLL TR inh 2%, p53 reactivation 22%, BRCA1 expr act inconclusive and NPC1 prom act 0.71µM*.
Cc1ccc(NC(=O)CN2C(=O)NC(C)(CCc3ccccc3)C2=O)cc1 (stereo not drawn) was read as Giardia killer 15, Rab9 prom act 1%, RORg inh 24%, Gal4-VP16 FLuc -13%, FLuc counter -4%, ELG1 genotox -3%, Menin-MLL TR inh 11%, p53 reactivation -4%, BRCA1 expr act -34%, PKM2 act 3% and NPC1 prom act -2%.
For COc1cccc(OC)c1C(=O)NC(=S)Nc1ccc2c(c1)OCCO2 the results were Giardia killer -2, Rab9 prom act 1%, RORg inh 13µM*, Gal4-VP16 FLuc -15%, FLuc counter 21µM*, ELG1 genotox inconclusive, Menin-MLL TR inh -28%, p53 reactivation 4%, BRCA1 expr act 47%, PKM2 act -3% and NPC1 prom act -4%.
Screening O=C(Nc1ccccc1C(=O)N1CCCCC1)NC1CCCCC1 returned Giardia killer 0, Rab9 prom act -14%, RORg inh 2%, Gal4-VP16 FLuc 8%, FLuc counter -1%, ELG1 genotox 0%, Menin-MLL TR inh 10%, p53 reactivation -3%, BRCA1 expr act -3%, PKM2 act 2% and NPC1 prom act 0%.
